High-throughput results deposited in PubChem by several laboratories.
PfHsp40 yeast: compounds rescuing yeast from Plasmodium falciparum HSP40 toxicity; actives 0.68% (n = 340,000); AID 504582; growth rescue, % at 12.5 µM; S. cerevisiae expressing PfHsp40, growth rescue, ATP luminescence; in the data active = growth rescue above about 28%, passing the limit was not always enough;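 note: yeast W303a lacking pdr1 and pdr3 grown in galactose medium; growth measured after three days at 30 °C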
Yp Topo-I inh: Y. pestis Topo-I inhibition via cleavage products; Y. pestis Topo-I cleavage product accumulation, plate reader; activity, % at 10 µM; actives 0.064% (n = 360,000); AID 504884; in the data active = activity above about 50%, passing the limit was not always enough; note: inactives centre near 2
Mtb FBA inh: inhibits M. tuberculosis FBA enzyme. purified M. tuberculosis FBA, fluorescence read-out. inhibition, % at 1 µM. actives 2.3% (n = 360,000). AID 588726; in the data active = inhibition above about 27%;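 note: 0% = vehicle and 100% = reference inhibitor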
Target sequence (P9WQA3 whole entry, looked up): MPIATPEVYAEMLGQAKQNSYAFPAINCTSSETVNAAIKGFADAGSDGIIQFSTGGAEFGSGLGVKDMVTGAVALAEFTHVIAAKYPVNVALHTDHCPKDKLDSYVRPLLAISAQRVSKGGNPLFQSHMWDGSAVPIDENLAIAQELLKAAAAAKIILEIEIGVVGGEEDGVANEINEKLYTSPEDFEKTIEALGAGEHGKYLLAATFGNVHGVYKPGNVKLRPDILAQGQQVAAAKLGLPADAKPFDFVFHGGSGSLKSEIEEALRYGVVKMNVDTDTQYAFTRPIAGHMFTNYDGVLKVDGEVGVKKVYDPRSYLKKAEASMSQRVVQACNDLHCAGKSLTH
TcdB GH inh: TcdB glycohydrolase inhibition; TcdB glycohydrolase enzymatic assay, plate reader; inhibition, % at 9.99 µM; P18177; actives 0.24% (n = 350,000); in the data active = inhibition above about 10%
BioA inh: BioA (M. tuberculosis) enzyme inhibition | purified M. tuberculosis BioA enzyme, plate reader | inhibition, % at 9.99 µM | actives 0.096% (n = 360,000); in the data active = inhibition above about 40%
Vc quorum ag: quorum light induction in luxS cqsA deficient V. cholerae. V. cholerae BH1578 lux reporter, luminescence, 6 h. actives 0.16% (n = 350,000). activation, % at 18.7 µM; in the data active = activation mostly above about 9.7%, no sharp cut-off; note: not every result past the cut was called active; inactives centre near 0; reference of the scale not given here
GDH-TPI inh: inhibits GDH-TPI coupling enzymes, artifact for Mtb FBA screen. GDH-TPI coupled enzyme counterscreen, NADH absorbance. inhibition, % at 4.8 µM. actives 1.2% (n = 360,000). AID 588335; in the data active = inhibition above about 30%;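 note: 0% = DMSO wells and 100% = wells lacking the enzyme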
FadD28 FP inh: blocks FadD28 binding to the bisubstrate probe | fluorescence polarization | inhibition, % at 12.5 µM | actives 0.22% (n = 360,000) | AID 588549; in the data active = inhibition above about 8.5%, passing the limit was not always enough
UGM FP inh: Mtb UDP-galactopyranose mutase inhibition | P9WIQ1 | purified UGM, fluorescence polarization probe displacement | inhibition, % at 10 µM | actives 0.06% (n = 320,000); in the data active = inhibition above about 10%, passing the limit was not always enough
Target sequence (P9WIQ1 whole entry, looked up): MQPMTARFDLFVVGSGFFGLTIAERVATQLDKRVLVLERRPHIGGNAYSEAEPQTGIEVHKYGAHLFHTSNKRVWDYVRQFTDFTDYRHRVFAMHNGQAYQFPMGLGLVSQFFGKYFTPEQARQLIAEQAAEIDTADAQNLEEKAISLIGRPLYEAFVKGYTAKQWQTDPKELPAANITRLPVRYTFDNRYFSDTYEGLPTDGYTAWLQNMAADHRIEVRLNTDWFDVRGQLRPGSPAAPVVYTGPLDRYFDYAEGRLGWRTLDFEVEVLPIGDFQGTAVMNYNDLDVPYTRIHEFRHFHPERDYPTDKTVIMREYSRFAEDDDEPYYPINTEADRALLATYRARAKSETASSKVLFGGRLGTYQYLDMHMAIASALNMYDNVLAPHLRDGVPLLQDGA
Numbers without * were called inactive; i = inactive; . = no result given; & = joins results of further samples.

#	mol	PfHsp40 yeast	Yp Topo-I inh	Mtb FBA inh	TcdB GH inh	BioA inh	Vc quorum ag	GDH-TPI inh	FadD28 FP inh	UGM FP inh
1	Cc1csc(SCc2nc3scc(-c4ccccc4)c3c(=O)[nH]2)n1	0.2	-6	3	0.4	-1.4	0.5	6	-4.3	7.3
2	c1ccc(CNCCN2CCNCC2)nc1	3.6	9	5	.	1.2	0.6	7	1.9	-0.4
3	O=C(COC(=O)c1cc([N+](=O)[O-])ccc1N1CCOCC1)Nc1c(Cl)cccc1Cl	0.1	-16	-5	1.5	.	-7.1	19	-7.2	0.6
4	CC(=O)Nc1cccc2ncccc12	-2.0	4	0	0.3	-0.7	3.8	5	1.4	-2.9
5	O=C(CCS(=O)(=O)c1ccccc1)OCc1ccc([N+](=O)[O-])cc1	-2.2	7	-1	0.8	3.1	0.6	7	-0.4	-0.8
6	CC(C)Oc1ccc(OCCn2c(=S)[nH]c3c(N)ncnc32)cc1	13	-1	1	7.5	.	-0.1	-4	0.6	-0.6
7	O=C(O)c1ccc(CS(=O)(=O)c2ccc(Br)cc2)cc1	-0.3	9	1	1.3	-0.5	-0.3	-8	-3.4	-0.4
8	Cc1cccc(NC(=O)COC(=O)CN2CCCCCC2=O)c1C	1.2	-2	2	0.8	-1.5	i	11	-2.6	-0.6
9	Cc1ccc(Cl)cc1NC(=O)[C@@H]1CCC(=O)N1C1OC(=O)c2ccccc21 (some centres not stated)	-1.2	1	2	0.7	-1.3	-0.8	2	-1.7	-0.2
10	O=S(=O)(c1ccc(F)c2ccccc12)N1CCCCC1	-1.0	13	3	.	1.5	i	2	-0.5	-1.3
11	COc1cc(/C=C2\SC(=S)N(CCC(=O)Nc3cccc(O)c3)C2=O)cc(OC)c1OC	2.4	5	-4	-0.2	-2.2	-0.8	0	-1.8	0.7
12	COc1cc2nc(NC(=O)c3ccccc3)sc(=O)c2cc1OC	0.4	7	-3	-0.8	-1.3	-1.2	11	-1.1	.
13	CC1(C)CN(C(Cc2ccccc2)C(N)=O)C1=O (configuration not stated)	-0.6	-4	2	2.9	-2.3	-1.0	8	0.1	2.3
14	Fc1ccc(Oc2nnnn2-c2ccccc2)cc1	0.9	-13	5	1.2	-2.1	-0.3	4	0.7	2.0
15	CCCNC(=O)C1CC(c2ccccc2[N+](=O)[O-])=NO1 (configuration not stated)	-0.2	-7	5	0.4	-0.1	i	11	-1.0	1.6

Part of the list above with just Yp Topo-I inh, PfHsp40 yeast and UGM FP inh:
| cpd | canonical_smiles | Yp Topo-I inh | PfHsp40 yeast | UGM FP inh |
| --- | --- | --- | --- | --- |
| 3 | O=C(COC(=O)c1cc([N+](=O)[O-])ccc1N1CCOCC1)Nc1c(Cl)cccc1Cl | -16 | 0.1 | 0.6 |
| 9 | Cc1ccc(Cl)cc1NC(=O)[C@@H]1CCC(=O)N1C1OC(=O)c2ccccc21 (some centres not stated) | 1 | -1.2 | -0.2 |
| 15 | CCCNC(=O)C1CC(c2ccccc2[N+](=O)[O-])=NO1 (configuration not stated) | -7 | -0.2 | 1.6 |
| 5 | O=C(CCS(=O)(=O)c1ccccc1)OCc1ccc([N+](=O)[O-])cc1 | 7 | -2.2 | -0.8 |
| 2 | c1ccc(CNCCN2CCNCC2)nc1 | 9 | 3.6 | -0.4 |
| 13 | CC1(C)CN(C(Cc2ccccc2)C(N)=O)C1=O (configuration not stated) | -4 | -0.6 | 2.3 |
| 12 | COc1cc2nc(NC(=O)c3ccccc3)sc(=O)c2cc1OC | 7 | 0.4 | . |

New compounds follow:
#	mol	PfHsp40 yeast	Yp Topo-I inh	Mtb FBA inh	TcdB GH inh	BioA inh	Vc quorum ag	GDH-TPI inh	FadD28 FP inh	UGM FP inh
16	COc1ccc(CNC(=O)CN(c2ccc(OC)cc2)S(=O)(=O)c2c(C)nn(C)c2C)cc1	-0.2	21	-2	.	.	-0.2	3	-1.1	0.4
17	COC(=O)c1ccccc1NC(=O)C1CCCN(c2nnc(-n3cccc3)s2)C1 (configuration not stated)	5.8	39	-3	0.1	3.1	-1.5	1	-6.1	-0.7
18	O=C(COc1cccc(C(F)(F)F)c1)Nc1ccc(S(=O)(=O)N2CCCCC2)cc1	2.0	28	0	2.4	.	i	1	-0.9	0.0
19	Cc1ccccc1C(=O)OCC(=O)N(C)c1ccccc1	-0.2	14	-4	0.5	0.3	-0.4	2	-3.9	1.3
20	COc1ccc2cc[nH]c2c1	1.2	0	-3	1.4	-1.4	6.2	2	-0.5	-0.6
21	CCOC(=O)C1=C(C)N=C2SC(C)C(=O)N2C1c1ccccc1 (configuration not stated)	-0.1	0	1	1.5	-1.5	6.4	28	-0.7	0.7
22	C[C@@H]1CN([C@H](C)CO)S(=O)(=O)c2ccc(-c3ccc(C#N)cc3)cc2O[C@H]1CN(C)C(=O)Nc1cc(F)ccc1F	.	21	5	0.8&-0.6&0.2	-0.7&-0.9&0.6	-0.4	13	-2.4	.
23	COc1ccc(NC(=O)N/C=C/c2ccco2)cc1	-0.4	5	1	0.5	-2.0	2.1	-1	4.4	3.3
24	O=C(CSc1nnc(CNc2ccc(F)cc2)n1Cc1ccco1)NC1CC1	0.0	-8	-3	.	3.6	i	14	0.6	-2.3
25	COc1cccc(NC(=O)NC2CCCCC2C)c1 (configuration not stated)	-0.9	-1	5	0.6	.	-0.4	7	-0.9	1.2
26	Cc1ccccc1C(=O)N1CCC(n2nccc2NC(=O)CCOc2ccccc2)CC1	-0.4	7	2	1.7	0.1	-4.3	0	-1.7	2.4
27	COc1cccc(NC(=S)NNC(=O)Cn2nc([N+](=O)[O-])cc2C)c1	-1.5	-1	4	0.6	.	-0.6	2	-1.3	-0.1
28	CCc1ccc(N2C(=O)NC(=O)C(Cc3ccc(OC)cc3OC)C2=O)cc1 (configuration not stated)	1.9	-5	3	.	-2.3	-1.4	4	1.2	2.0
29	CCOC(=O)c1c(C)[nH]c(C(=O)OCC(=O)N2CC(C)OC(C)C2)c1C (configuration not stated)	-0.3	-3	-10	.	-0.8	i	5	-2.8	4.2
30	O=C(CSc1cccc[n+]1[O-])c1ccc(-c2ccccc2)cc1	-1.0	10	3	-2.2	.	-0.5	9	-1.8	-1.7

2 of the compounds above, screen by screen:
29: CCOC(=O)c1c(C)[nH]c(C(=O)OCC(=O)N2CC(C)OC(C)C2)c1C (configuration not stated)
30: O=C(CSc1cccc[n+]1[O-])c1ccc(-c2ccccc2)cc1

compound no.	29	30
PfHsp40 yeast	-0.3	-1.0
Yp Topo-I inh	-3	10
Mtb FBA inh	-10	3
TcdB GH inh	.	-2.2
BioA inh	-0.8	.
Vc quorum ag	i	-0.5
GDH-TPI inh	5	9
FadD28 FP inh	-2.8	-1.8
UGM FP inh	4.2	-1.7

Later entries:
#	mol	PfHsp40 yeast	Yp Topo-I inh	Mtb FBA inh	TcdB GH inh	BioA inh	Vc quorum ag	GDH-TPI inh	FadD28 FP inh	UGM FP inh
31	O=C(Nc1ccc(Oc2ccccc2)nc1)C1CCN(Cc2ccco2)CC1	-0.3	3	2	2.6	1.9	-0.1	-4	-4.3	0.9
32	COc1ccc(CNC(=O)N2CCN(c3cccc(Cl)c3)CC2)cc1OC	2.3	19	-4	1.0	5.9	-0.4	-2	0.2	-1.3
33	CN1C(=O)CSc2ccc(NC(=O)NCc3ccc(F)cc3)cc21	1.6	-11	1	0.4	.	-2.5	4	-1.1	-1.8
34	CC(C)N=C1CCCC1C(=S)SSC(=S)C1CCCC1=NC(C)C (configuration not stated)	.	7	1	.	.	-3.1	32*	0.3	.
35	COc1ccccc1Nc1ncccc1[N+](=O)[O-]	-0.8	-11	-4	0.5	-0.8	-0.2	-4	-3.3	1.8
36	CC1(C(=O)NNC(=O)c2cccc([N+](=O)[O-])c2)CC1(Br)Br (configuration not stated)	-0.2	-2	3	2.2	-3.4	-2.9	4	0.3	-2.4
37	Cn1ccnc1C(=O)C1CCCN(Cc2cn[nH]c2-c2ccc(-c3ccccc3)cc2)C1 (configuration not stated)	-1.4	6	3	0.6	-0.1	-0.1	15	-6.7	0.1
38	COc1ccc([C@@H]2[C@@H]3C(=O)N(C(C)(C)C)C(=O)[C@@H]3[C@]3(Cc4ccccc4)C(=O)N(c4cccc(Br)c4)C(=O)N23)cc1	0.7	-3	-2	0.8	-0.3	-1.3	5	-2.6	-0.7
39	COc1cc(-c2nc(S(=O)(=O)c3ccc(C)cc3)c(N(C)C)o2)cc(OC)c1OC	2.4	10	2	.	0.2	-0.2	24	0.3	-2.3
40	O=C(C[n+]1cccc(CNC(=O)c2ccc(OC(F)F)cc2)c1)Nc1ccc(SC(F)F)cc1	0.7	-23	-2	.	1.6	-0.4	-4	-15	-2.5
41	COC(=O)c1sc2ccccc2c1NC(=O)c1ccc(S(=O)(=O)N2CCCC(C)C2)cc1 (configuration not stated)	-0.8	-9	-1	.	-1.2	-0.4	0	-1.6	2.0
42	CCOc1ccc(NC(=O)c2cccc3c2C(=O)N(CC2CCCO2)C3)cc1 (configuration not stated)	-0.2	13	-2	0.1	-2.7	-0.3	1	-0.2	-1.6
43	COc1cc(C(=O)NC(C)C2CC3CCC2C3)ccc1OC(F)F (configuration not stated)	-0.5	-4	1	1.0	0.3	0.0	10	-1.5	5.5
44	CSc1ccc(S(=O)(=O)N2CCC(C(=O)NCCc3ccccc3)CC2)cc1	7.1	4	2	1.2	-1.1	1.7	-1	1.7	-2.2
45	CC1=C(C#N)C(NC(=O)c2cccc(Cl)c2)(C(F)(F)F)C(=O)N1 (configuration not stated)	-1.4	-1	-3	.	3.2	-0.2	7	-2.5	1.5

Ordered by length of the SMILES (low to high): six of the compounds above
#	mol	PfHsp40 yeast	Yp Topo-I inh	Mtb FBA inh	TcdB GH inh	BioA inh	Vc quorum ag	GDH-TPI inh	FadD28 FP inh	UGM FP inh
43	COc1cc(C(=O)NC(C)C2CC3CCC2C3)ccc1OC(F)F (configuration not stated)	-0.5	-4	1	1.0	0.3	0.0	10	-1.5	5.5
34	CC(C)N=C1CCCC1C(=S)SSC(=S)C1CCCC1=NC(C)C (configuration not stated)	.	7	1	.	.	-3.1	32*	0.3	.
31	O=C(Nc1ccc(Oc2ccccc2)nc1)C1CCN(Cc2ccco2)CC1	-0.3	3	2	2.6	1.9	-0.1	-4	-4.3	0.9
42	CCOc1ccc(NC(=O)c2cccc3c2C(=O)N(CC2CCCO2)C3)cc1 (configuration not stated)	-0.2	13	-2	0.1	-2.7	-0.3	1	-0.2	-1.6
41	COC(=O)c1sc2ccccc2c1NC(=O)c1ccc(S(=O)(=O)N2CCCC(C)C2)cc1 (configuration not stated)	-0.8	-9	-1	.	-1.2	-0.4	0	-1.6	2.0
38	COc1ccc([C@@H]2[C@@H]3C(=O)N(C(C)(C)C)C(=O)[C@@H]3[C@]3(Cc4ccccc4)C(=O)N(c4cccc(Br)c4)C(=O)N23)cc1	0.7	-3	-2	0.8	-0.3	-1.3	5	-2.6	-0.7

Later entries.
#	mol	PfHsp40 yeast	Yp Topo-I inh	Mtb FBA inh	TcdB GH inh	BioA inh	Vc quorum ag	GDH-TPI inh	FadD28 FP inh	UGM FP inh
46	N#Cc1sc2nc3c(cc2c1N)CCCC3	-0.2	-1	5	.	0.9	i	-5	-3.0	0.9
47	COc1ccccc1Nc1nc(Cl)nc(Nc2ccccc2OC)n1	-0.5	-3	-2	1.1	.	0.5	-3	-3.6	0.2
48	Cc1onc(-c2c(Cl)cccc2Cl)c1C(=O)OCC(=O)c1ccccc1	-0.1	22	0	-0.3	-1.3	i	7	-1.1	-0.1
49	O=C(c1ccccc1)N1CCN(C2CCCCC2)CC1	0.4	4	-1	.	-0.7	i	-4	-2.4	-0.7
50	CC1CN(C(=O)c2ccc(COCC(F)(F)F)o2)CC(C)O1 (configuration not stated)	-0.6	-4	3	.	-0.2	i	3	-3.7	1.2
